# PTPN22 inh 2: inhibitors of human LYP (PTPN22) phosphatase | Q9Y2R2 | recombinant LYP catalytic domain, DiFMUP fluorescence | inhibition, % at 2 µM | actives 0.21% (n = 96,000) | AID 640;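 active = inhibition at 2 µM at or above a set limit, the screen mean plus 3 SD, cut at about 24% in these data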;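 also: 0% = DMSO with enzyme and 100% = enzyme fully blocked by orthovanadate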
# Target sequence (Q9Y2R2 whole entry, looked up, the tested form may be a part): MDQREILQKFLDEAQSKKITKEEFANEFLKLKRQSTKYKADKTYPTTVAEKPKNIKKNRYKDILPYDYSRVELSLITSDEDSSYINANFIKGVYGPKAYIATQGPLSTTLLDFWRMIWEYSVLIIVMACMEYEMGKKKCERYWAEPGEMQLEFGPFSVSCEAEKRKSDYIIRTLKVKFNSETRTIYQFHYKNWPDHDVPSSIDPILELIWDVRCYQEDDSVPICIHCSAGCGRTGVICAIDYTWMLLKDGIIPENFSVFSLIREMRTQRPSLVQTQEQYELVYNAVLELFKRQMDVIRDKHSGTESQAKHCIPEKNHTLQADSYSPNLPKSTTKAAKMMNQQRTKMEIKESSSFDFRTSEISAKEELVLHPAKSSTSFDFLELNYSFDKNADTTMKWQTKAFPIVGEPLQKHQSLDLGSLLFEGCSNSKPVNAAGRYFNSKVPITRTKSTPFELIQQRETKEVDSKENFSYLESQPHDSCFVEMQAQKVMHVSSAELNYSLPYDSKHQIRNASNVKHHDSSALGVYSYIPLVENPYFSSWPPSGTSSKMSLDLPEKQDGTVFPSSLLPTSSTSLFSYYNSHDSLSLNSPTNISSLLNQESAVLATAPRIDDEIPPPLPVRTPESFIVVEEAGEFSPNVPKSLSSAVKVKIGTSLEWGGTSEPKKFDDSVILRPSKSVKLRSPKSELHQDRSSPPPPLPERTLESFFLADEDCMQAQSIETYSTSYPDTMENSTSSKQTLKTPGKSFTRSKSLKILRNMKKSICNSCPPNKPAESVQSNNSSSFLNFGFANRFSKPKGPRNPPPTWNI
# PostGolgi yeast: growth inhibition of a yeast mutant, post-Golgi transport screen. inhibition, % at 10 µM. actives 0.9% (n = 98,000). post-Golgi transport phenotypic cell assay;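 also: yeast cells grown in 1536-well plates; yeast grown about 18 h at 30C before absorbance read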
# PostGolgi ctrl: inhibits growth of the yeast control strain; efflux-deficient yeast background strain, growth absorbance A615, 16 h; inhibition, % at 10 µM; actives 5% (n = 98,000); AID 738
# EphB4 antag: EphB4-ephrin-B2 interaction antagonism | EphB4 LBD / TNYL-RAW-Alexa532 peptide, fluorescence polarization | AID 720 | actives 0.15% (n = 97,000) | inhibition, % at 7 µM;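 active = inhibition above the screen-wide mean inhibition plus 3 SD, cut at about 15% in these data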;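 also: 0% = DMSO wells and 100% = excess unlabeled TNYL-RAW peptide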
# LYP act: activators of human LYP (PTPN22) phosphatase | activation, % at 2 µM | actives 0.11% (n = 96,000) | Q9Y2R2 | recombinant LYP, DiFMUP fluorescence; 0 = plate median, 100 = signal doubled;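 active = activation at 2 µM above a set limit, the mean plus 5 SD, cut at about 37% in these data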
# Rev-RRE block: inhibitors of HIV-1 Rev-RRE RNA interaction; P05866; Rev peptide-RRE RNA binding, FRET; inhibition, % at 8 µM; actives 0.79% (n = 97,000); AID 704;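 active = inhibition above the screen-wide mean plus 3 SD, cut at about 35% in these data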;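 also: 0% = median DMSO wells and 100% = median Neomycin B control wells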
# Target sequence (P05866 whole entry, looked up): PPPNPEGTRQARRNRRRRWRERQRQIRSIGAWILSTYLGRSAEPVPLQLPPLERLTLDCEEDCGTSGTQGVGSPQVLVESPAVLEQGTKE
#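 Assay system: Labelled RRE RNA duplex and labelled Rev peptide | Times: 5 min preincubation and 15 min binding, 25 °C | Detection: FRET, ex 480 nm, em 540 and 671 nm | Evaluation: % inhibition of FRET ratio versus controls | Benchmarks: DMSO wells as 0% and neomycin B wells as 100% inhibition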
# S1P2 blocker: antagonists of human S1P2 receptor. O95136. cell-based S1P2 antagonist assay, inhibition at 5 uM. inhibition, % at 5 µM. actives 0.21% (n = 97,000); in the data active = inhibition above about 45%;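 also: CRE beta-lactamase reporter cells expressing human S1P2 stimulated with S1P; 0% = agonist at EC80 alone and 100% = agonist plus reference antagonist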
# FAK blocker: inhibitors of human focal adhesion kinase. AID 727. actives 0.84% (n = 97,000). inhibition, %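 (tested at 7 µM)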. biochemical FAK kinase activity assay; in the data active = inhibition above about 19%;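 also: 0% = DMSO and 100% = reference compound high control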
# S1P2 ag: activates the human S1P2 receptor | O95136 | S1P2-expressing cell line, agonist reporter read-out | activation, % at 4.5 µM | actives 0.46% (n = 97,000) | AID 729; in the data active = activation above about 16%;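 also: 0% = vehicle low control and 100% = maximal reference agonist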
# An asterisk follows results filed as active; / = not tested or not shown. Rule as the data show it, unless noted: active = inhibition above about 30%; inactive = the rest.
# Values run as follows: PTPN22 inh 2	S1P2 ag	PostGolgi ctrl	FAK blocker	LYP act	S1P2 blocker	Rev-RRE block	PostGolgi yeast	EphB4 antag
> Cc1c(C#N)c(N=CN(C)C)c(C(=O)c2ccccc2)n1-c1ccccc1
  7.8	-0.4	19.2	-1.7	-10.7	-7.1	5.2	2.3	-0.9
> COc1c(OC(C)=O)ccc(/C=C/c2ccc3ccccc3n2)c1[N+](=O)[O-]
  13.7	-2.8	72.7*	-4.4	-10.7	-9.7	8.7	-1.8	-1.1
> CCOC(=O)N1CCN(Cc2cc(=O)oc3ccc(Cl)cc23)CC1
  5.7	-1.2	-4.6	2.9	-6.1	0.0	1.6	2.6	0.3
> COc1ccc(-c2nsc(SCC(=O)Nc3cc(C)on3)n2)cc1
  1.8	2.5	1.1	-4.1	-8.8	-8.6	3.9	8.2	1.8
> COc1ccc(S(=O)(=O)NCCSCc2cccs2)cc1
  -6.7	-5.1	18.4	-0.5	3.2	-7.0	11.6	4.8	3.6
> Cc1ccc2nc(SCCC(=O)O)cc(C)c2c1
  -4.1	-6.8	12.0	-2.8	5.3	-10.8	8.4	0.0	-2.4
> C=CCn1c(CCC(=O)Nc2ccc(C)c(Cl)c2)nnc1SCC(=O)Nc1ccccc1C
  7.5	-6.1	5.4	9.4	-2.5	17.4	9.1	-7.3	9.9
> CC1CCN(CCc2nc3cc(NS(=O)(=O)c4ccccc4)ccc3n2C)CC1
  3.2	-3.0	2.4	-0.4	-4.6	0.4	5.9	3.8	1.5
> COC(=O)CC1C(=O)NCCN1C(=O)Nc1ccc(Cl)cc1 (stereo not drawn)
  -2.7	-6.5	-0.1	-1.7	-0.1	-3.0	1.4	1.1	2.1
> COc1ccc(-n2c(C)nc3cc(C(=O)NCc4ccco4)ccc32)cc1
  2.8	-3.6	9.8	4.5	-5.2	26.4	8.4	21.0	2.8
> COCC(=O)OCn1nnc2ccccc2c1=O
  -1.2	-7.3	-1.6	-3.8	-1.2	-5.0	5.1	2.9	1.9
> COCC(C)NC(=O)c1ccc(Cl)c(Cl)c1 (stereo not drawn)
  3.9	-3.9	8.5	1.3	-3.5	1.9	6.9	1.5	4.1
> Cc1cc(C(=O)NNC(=S)NCC(C)C)no1
  3.3	-3.0	-1.5	-3.2	0.7	25.3	6.7	1.3	9.8
> C1CSC2(N1)C1CC3CC2CC(C1)C31NCCS1 (stereo not drawn)
  -11.9	-7.6	1.7	2.5	11.8	-1.2	5.5	-3.5	-0.7
> Cc1ccc(Nc2cc(C)nc(-c3ccccc3O)n2)cc1
  -12.8	-1.9	39.6*	3.2	8.5	-43.0	9.9	-3.7	-3.8
> COc1ccc(S(=O)(=O)NCCSC(C)(C)C)c(Cl)c1Cl
  3.9	1.2	31.3*	-2.4	-6.5	-4.8	16.4	0.8	-0.9
> Cc1nc2sc(C(c3ccco3)N3CCC4(CC3)OCCO4)c(O)n2n1 (stereo not drawn)
  3.3	-4.0	/	-0.1	-2.4	-18.6	4.8	/	-3.4
> COC(=O)C1CCN(CC(=O)Nc2sc3c(c2C#N)CCC3)CC1
  10.0	-13.2	15.4	-0.1	-7.6	8.7	16.2	8.2	6.3
> C1CCN(c2nc(N3CCCCC3)nc(N3CCNCC3)n2)CC1
  -7.8	-0.9	9.4	-2.0	5.9	-15.3	5.1	-13.3	-6.4
> Cc1[nH]nc2c1C(=O)CCC2
  -2.6	-5.7	-4.7	-0.2	7.3	-3.3	2.1	4.5	-2.3
> Cc1ccc(CSc2nc3ccccc3c(=O)n2Cc2ccco2)cc1
  -8.6	-1.6	/	0.4	7.1	6.4	9.1	/	-3.8
> CC(=O)Nc1nc2ccc(C(=O)NC3CCCCC3)cc2s1
  -8.6	-1.6	/	1.1	6.7	-1.7	1.3	/	0.9
> N=c1n(CCN2CCCCC2)c2ccccc2n1CC(O)c1cccc(Br)c1 (stereo not drawn)
  11.2	-3.5	21.6	-3.6	-7.9	10.9	3.2	7.5	5.8
> O=C(Nc1ccc(N=Nc2ccccc2)cc1)c1cccc(Cl)c1
  3.9	2.0	6.7	1.7	2.3	0.3	11.9	7.7	-10.3
> O=C(CN1CCN(S(=O)(=O)c2ccc(Br)cc2)CC1)Nc1ccc(F)cc1
  -5.2	-4.5	7.4	-1.2	3.3	5.4	9.9	4.3	-5.1
> COc1ccc(-c2cc(=O)oc3cc(OC(C)C(=O)O)ccc23)cc1 (stereo not drawn)
  -13.8	-5.2	8.9	-0.8	10.9	7.8	9.9	-8.3	4.7
> CC(C)COC(=O)n1ccc(C(=O)N2CCCCC2)n1
  11.1	-7.4	1.1	-1.6	-10.1	11.9	2.1	-0.6	-0.1
> COc1cc(NS(=O)(=O)c2ccc(NC(=O)C34CC5CC(CC(C5)C3)C4)cc2)ncn1
  -4.1	-3.2	7.0	-2.0	3.4	-8.7	-2.9	11.6	-5.1
> CCOc1ccc(-n2c(SCC(=O)Nc3cc(C)on3)nc3c([nH]c4ccccc43)c2=O)cc1
  1.3	-1.1	-5.8	0.7	-4.9	-21.6	3.5	0.9	-9.5
> CO/N=C(/CNC(=O)c1cccc(Cl)c1)c1ccc(Cl)cc1
  9.0	-7.2	23.7	-4.3	-6.3	-6.3	5.6	0.2	0.4
> COc1ccc2c(c1)c(=O)oc1cc(OCC(=O)N3CCC(C)CC3)ccc12
  -5.2	-0.9	9.0	6.7	3.3	-16.3	-8.2	1.1	-1.8
> COc1ccc(CNC(=O)C23CN(Cc4ccccc4)CC2C(c2ccc([N+](=O)[O-])cc2)=NO3)cc1 (stereo not drawn)
  -0.9	-5.0	3.5	-1.6	5.0	22.7	5.2	7.3	9.6
> Cc1cc(C(=O)NCc2ccc3c(c2)OCO3)n(-c2ccccc2)n1
  -0.7	-3.9	-0.6	3.6	-2.3	6.8	-0.3	1.5	-0.7
> COCCNC(=O)CN1C(=O)CSc2cc(S(=O)(=O)N3CCCCCC3)ccc21
  9.7	-2.0	/	4.8	-12.2	-14.9	9.4	/	2.3
> O=C(CCc1nc2ccccc2[nH]c1=O)OCC(=O)c1cccc2ccccc12
  5.4	0.8	27.1	-2.5	-4.8	-0.1	3.2	1.8	4.2
> Cc1nc(NC(N)=S)sc1C(=O)Nc1ccccc1
  -5.6	-4.2	14.1	-0.3	8.4	-8.3	3.7	6.7	-1.2
> Cc1ccc(N(C)C(=O)N2CCN(S(=O)(=O)c3c(C)cc(C)cc3C)CC2)cc1
  5.2	-5.5	24.2	2.4	-8.0	-10.1	-4.0	-5.6	-6.4
> O=C(O)C1CCCCC1C(=O)NCc1ccccc1 (stereo not drawn)
  -17.4	-3.9	6.2	0.2	12.9	-14.2	6.7	-2.8	3.5
> Cc1cc(-c2ccccc2)nc2cc(C(=O)N(Cc3ccccc3)Cc3ccccc3)nn12
  13.7	-0.3	/	-0.3	-14.3	8.0	3.5	/	0.6
> CCCn1c(NCc2cc(OC)ccc2OC)nc2ccccc21
  -2.5	4.3	1.7	-2.4	2.3	-7.4	6.0	-7.5	-2.9
> CCC(NC(=O)NCc1ccc2c(c1)OCO2)(C(F)(F)F)C(F)(F)F
  -9.8	-9.5	2.7	1.3	11.7	4.3	16.4	7.5	2.8
> COC(=O)C(C)N1C(=O)S/C(=C/c2cc(C)n(-c3ccccn3)c2C)C1=O (stereo not drawn)
  -11.4	-0.7	1.0	0.7	8.5	-34.0	1.2	-4.7	-1.8
> CN1CCN(c2nc3c(c(=O)[nH]c(=O)n3C)n2CCCSc2ncccn2)CC1
  4.1	-3.7	17.5	4.0	-6.4	13.7	2.1	9.4	0.2
> O=C1CCCN1CCC1CCN(C(=S)Nc2ccc(F)cc2)CC1
  -0.3	0.0	4.5	0.6	0.6	-7.6	3.0	7.2	-0.2
> Cc1c(Br)cc(C(=O)O)c(C)c1C
  -1.6	-5.5	-2.0	-2.4	-2.5	-1.8	3.2	7.1	10.7
> Cc1ccc(-c2noc(C3CCCN(S(=O)(=O)c4ccc5ccccc5c4)C3)n2)o1 (stereo not drawn)
  6.0	-4.8	9.9	0.6	-4.0	4.5	7.6	12.8	7.1
> CCNC(=O)CN1C(=O)NC2(CCCc3cc(OC)ccc32)C1=O (stereo not drawn)
  -3.7	-3.0	2.4	-1.3	3.4	-1.1	10.0	0.6	3.2
> CC(=O)c1ccc(N2CCCC2)c(F)c1
  -2.7	1.2	8.9	-1.1	2.1	-5.2	-0.5	-3.6	-3.3
> Cc1ccc(C2OCC3(CO)COC(c4ccc(C)cc4)N23)cc1 (stereo not drawn)
  -8.9	-2.3	7.0	-1.8	8.1	-9.2	12.8	7.4	-3.5
> COc1ccccc1N1CCN(S(=O)(=O)c2ccc(F)cc2)CC1
  23.3	-1.8	21.3	-3.3	-23.4	5.8	3.8	17.6	0.1
> O=C(c1ccc(Br)o1)N1CCN(c2ccccc2F)CC1
  -6.0	-3.1	9.3	11.8	2.5	6.7	-4.2	4.0	-5.1
> O=C(O)CCc1nc(-c2ccc(Cl)cc2)no1
  -0.9	3.4	10.6	-0.5	0.5	16.4	0.9	-3.6	0.1
> CCn1c(SCC(=O)Nc2ccc3c(c2)OCO3)nc2ccccc21
  -10.5	-9.9	/	1.2	11.5	-7.6	6.8	/	1.9
> CC1(C)CC2CC(C)(CN2C(=O)COC(=O)Cn2[nH]c(=O)c3ccccc3c2=O)C1 (stereo not drawn)
  -5.5	-7.2	-12.9	-4.5	9.1	0.4	2.5	-2.2	-9.6
> COc1nc(-c2ccccc2)ccc1-c1noc(-c2cccs2)n1
  -2.4	-8.4	/	-2.6	-1.1	10.5	16.9	/	7.8
> CCOc1ccc(NC(=O)CCC(=O)n2nc(C)cc2C)cc1
  -2.8	-3.5	-14.4	0.1	1.0	13.9	7.1	-3.2	1.4
> CN(Cc1nnc(SCC(=O)NCCc2ccccc2)n1C)S(=O)(=O)c1ccccc1
  -4.2	-1.8	3.5	2.0	2.9	-2.1	9.3	10.1	1.8
> N#Cc1cc2cc3c(cc2nc1N1CCCCC1)OCCO3
  9.6	-0.6	2.0	4.5	-9.4	-9.4	27.2	0.2	6.2
> Clc1ccc(Cc2noc(CN3CCN(c4ccccc4)CC3)n2)c(Cl)c1
  -5.8	0.4	4.2	1.7	3.9	-4.2	9.8	-2.7	-2.3
> C#CCOC(=O)Nc1ccc(=O)n(Cc2c(Cl)cccc2Cl)c1
  -5.1	-9.8	4.8	-3.5	7.9	1.0	3.6	-0.6	-0.7

# Reformatted with each value named: entries from further up
SMILES: CC(=O)c1ccc(N2CCCC2)c(F)c1
  PTPN22 inh 2: -2.7	S1P2 ag: 1.2	PostGolgi ctrl: 8.9	FAK blocker: -1.1	LYP act: 2.1	S1P2 blocker: -5.2	Rev-RRE block: -0.5	PostGolgi yeast: -3.6	EphB4 antag: -3.3

SMILES: COc1ccccc1N1CCN(S(=O)(=O)c2ccc(F)cc2)CC1
  PTPN22 inh 2: 23.3	S1P2 ag: -1.8	PostGolgi ctrl: 21.3	FAK blocker: -3.3	LYP act: -23.4	S1P2 blocker: 5.8	Rev-RRE block: 3.8	PostGolgi yeast: 17.6	EphB4 antag: 0.1

SMILES: CCOc1ccc(NC(=O)CCC(=O)n2nc(C)cc2C)cc1
  PTPN22 inh 2: -2.8	S1P2 ag: -3.5	PostGolgi ctrl: -14.4	FAK blocker: 0.1	LYP act: 1.0	S1P2 blocker: 13.9	Rev-RRE block: 7.1	PostGolgi yeast: -3.2	EphB4 antag: 1.4

# Other structures:
# Values run as follows: PTPN22 inh 2	S1P2 ag	PostGolgi ctrl	FAK blocker	LYP act	S1P2 blocker	Rev-RRE block	PostGolgi yeast	EphB4 antag
> COC(=O)c1ccc2c(=O)n(CC3CCCO3)c(SCC(=O)Nc3ccccc3OC)nc2c1 (stereo not drawn)
  -8.4	-1.4	32.8*	7.2	6.0	-18.5	5.0	-8.8	9.7
> COC(=O)c1nc2ccc(C)cn2c1F
  -4.5	-1.0	1.1	0.9	1.6	1.7	4.5	-3.9	-6.2
> COc1ccc(/C=C2\OC(=O)c3c(OC)cccc32)cc1OC
  -3.0	9.0	16.0	1.2	5.5	2.5	7.6	-5.1	1.1
> Cc1ccc(OCC(=O)NCCN2CCOCC2)cc1C
  3.5	-5.3	2.6	-5.2	-1.0	2.8	3.0	6.2	8.5

# Source: PubChem BioAssay (several laboratories)
